# tim23-1 inh – inhibits growth of tim23-1 mutant yeast. 1.3% of 330,000 active. AID 463212. inhibition, % at 20 µM. S. cerevisiae tim23-1 growth, BacTiter-Glo luminescence, 24 h;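 active = growth inhibition of the mutant yeast at or above 50%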;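 note: temperature-sensitive mutant grown at 25 °C; plate controls were DMSO-treated mutant yeast for no effect and medium wells lacking yeast for full effect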
# TIM10 inh – TIM10 yeast growth inhibition | 1.4% of 330,000 active | AID 463195 | S. cerevisiae TIM10 strain growth, BacTiter-Glo luminescence, 24 h | inhibition, % at 10 µM;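 active = inhibition of 40% or more at the single tested concentration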;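 note: wild-type TIM10 isogenic control strain grown at permissive 25 °C; 0% = DMSO yeast wells and 100% = minimal medium wells without yeast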
# MPTP block – inhibitors of mitochondrial permeability transition pore | isolated mouse mitochondria, Ca2+ swelling absorbance, 30 min | AID 602449 | 1.4% of 360,000 active | inhibition, % at 10 µM;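 active = inhibition of 50% or more, scaled per plate between neutral and stimulator controls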;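 note: 0% = DMSO wells given calcium and 100% = 1 mM EGTA wells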
# APJ agonist – agonists of human APJ apelin receptor; activation, % at 20 µM; CHO-K1 APJ PathHunter beta-arrestin, luminescence; 0% DMSO wells, 100% apelin; 0.11% of 330,000 active; P35414;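 active = activation more than six SD over the plate average, tested at 20 µM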;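 note: 0% = DMSO alone and 100% = apelin-13 at 10 nM; some results filed as inactive read as strong as hits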
# Target sequence (P35414 whole entry, looked up): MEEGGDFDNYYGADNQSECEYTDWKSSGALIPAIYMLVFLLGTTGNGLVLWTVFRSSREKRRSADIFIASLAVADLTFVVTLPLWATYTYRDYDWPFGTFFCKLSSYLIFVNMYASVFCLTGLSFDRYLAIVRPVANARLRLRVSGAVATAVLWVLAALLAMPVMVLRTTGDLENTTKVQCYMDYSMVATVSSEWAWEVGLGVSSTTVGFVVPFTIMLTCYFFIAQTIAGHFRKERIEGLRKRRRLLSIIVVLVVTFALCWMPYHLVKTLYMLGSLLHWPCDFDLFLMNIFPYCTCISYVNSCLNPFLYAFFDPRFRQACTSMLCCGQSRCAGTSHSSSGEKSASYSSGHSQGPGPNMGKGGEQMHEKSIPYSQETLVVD
#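 Test system: CHO-K1 APJ beta-arrestin complementation cell line | Compound: Single test compound dose, 20 µM final, 1% DMSO | Incubation: Compound 90 min 25 °C, reagent 1 h | Measured by: beta-gal luminescence | Read-out basis: APJ–arrestin association signal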
# beta cell repl – induces beta-cell replication in MIN6 cells; MIN6 cells proliferation, ATPlite luminescence, 48 h; cells starved in 0.2% serum; 100% = growth in 10% serum; proliferation, % at 10 µM; 0.29% of 330,000 active;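 active = compounds whose signal lies at least 3.5 SD above the mean of all wells on their plate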;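 note: 0% = DMSO-treated cells in low-serum medium and 100% = 10% serum control; some compounds called inactive have numbers as strong as hits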
# NLRP3 yeast inh – blocks the NALP3 inflammasome reconstituted in yeast. Yeast reconstituted NLRP3/ASC/caspase-1, beta-gal luminescence, 24 h. 0.39% of 330,000 active. inhibition, % at 10 µM;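 active = inhibition of 50% or more; inactive = inhibition below 50%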;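 note: plate controls were induced DMSO wells for no effect and uninduced yeast grown without galactose for full effect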
# APJ antag – antagonists of human APJ apelin receptor; AID 2521; 0.32% of 330,000 active; CHO-K1 APJ beta-arrestin complementation, luminescence; P35414; inhibition, % at 20 µM;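 active = inhibition above about 40% at 20 µM, limit read from the data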;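 note: cells challenged with 10 nM apelin-13 agonist together with compound; plate controls were apelin-13 plus DMSO wells for no effect and DMSO wells lacking apelin-13 for full effect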
# GRIN3A LBD mod – NR3A (human) ligand-binding domain modulation; Tm shift relative to glycine control, % at 25 µM; NR3A LBD differential scanning fluorimetry, Tm shift; 0% = protein alone, 100% = glycine-bound protein; AID 1259313; 2.5% of 340,000 active;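 active = melting temperature shift of at least 10% of the positive control shift, at one fixed dose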
# tim10-1 inh – inhibits growth of tim10-1 mutant yeast; AID 463190; S. cerevisiae tim10-1 ts strain growth, BacTiter-Glo, 24 h; inhibition, % at 20 µM; 2.2% of 330,000 active;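 active = inhibition of at least 40%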;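 note: mutant grown at 25 °C; 0% = DMSO wells with yeast and 100% = wells holding no yeast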
# * hit, by the source's call; . = no result given.
SMILES,tim23-1 inh,TIM10 inh,MPTP block,APJ agonist,beta cell repl,NLRP3 yeast inh,APJ antag,GRIN3A LBD mod,tim10-1 inh
CC(=O)NC(CC(=O)OCC(=O)NCCc1ccccc1)c1ccccc1 (stereo not drawn),17,-4,1.9,13,-1,16,0,0,7
CCCCCC(O)(c1ccccc1)C(CN1CCOCC1)c1ccccc1 (stereo not drawn),37,26,0.4,-1,-6,13,23,0,27
CCc1nnc(NC(=O)c2csc3c2CCC(C)C3)s1 (stereo not drawn),-4,2,.,-3,1,21,11,.,-13
COc1ccc(C2C(C(C)=O)=C(O)C(=O)N2c2cccnc2)cc1OC (stereo not drawn),16,-11,2.1,2,-4,3,2,0,-2
COc1ccc(/C=C2/SC(=S)N(CCCC(=O)N3CCN(C)CC3)C2=O)cc1,29,21,-1.0,3,-5,22,14,3,10
CCc1nonc1NC(=O)c1oc2cc(Br)ccc2c1C,2,10,1.6,-1,-1,15,-8,10,8
CC1(C)N=C(N)N=C(N)N1c1ccc(F)cc1F,7,4,-3.3,-7,1,7,-3,-1,-9
COc1ccc(N2CCN(C(=O)CCc3c[nH]c4ccccc34)CC2)cc1,15,26,-1.1,-1,1,4,-3,2,20
CCN(CC)CCN(C(=O)c1ccc(N2C(=O)CCC2=O)cc1)c1nc2cc3c(cc2s1)OCCO3,9,-3,0.6,-3,0,10,-18,2,0
COc1cc(/C=C/C(=O)N2CCC=CC2=O)cc(OC)c1OC,59*,57*,-0.1,-2,-8,6,12,-5,58*
CCn1cc(CNC(=O)c2cc(-c3cc(OC)ccc3OC)nc3ccccc23)c(C)n1,16,6,-0.8,-5,-1,3,-4,5,24
CCN(CC)S(=O)(=O)c1ccc(/C(O)=C(\C#N)c2nc3ccccc3n2C)cc1,2,8,-1.1,5,-2,1,16,-7,11
Cc1cc(C(C)(C)C)cc(S(=O)(=O)NCCO)c1C,11,-8,-5.0,-1,1,0,13,0,2
CCCCN1CC[C@H]2C=CC[C@@H](C(=O)NCCc3ccccc3)[C@H]2C1=O,15,0,0.6,-3,0,6,28,-1,17
CN(C(=O)c1ccccc1C(=O)OCC(=O)NCc1ccccc1)C1CCCCC1,25,20,-1.7,4,1,-1,-6,-2,21
Cc1sc2nc(C3CC3)nc(N3CCN(C(=O)c4ccc(F)cc4)CC3)c2c1C,28,17,-0.8,0,-1,21,7,-3,14
O=C(COCc1cc(-c2ccc3c(c2)OCO3)on1)Nc1cccnc1,6,-5,-0.4,-1,-4,3,5,-2,17
CC1CCCN(C(=O)COC(=O)C2CCN(S(=O)(=O)c3ccc4c(c3)OCCO4)CC2)C1 (stereo not drawn),-2,9,-0.1,-5,2,11,8,-2,13
C=CCC1C=C(Cc2ccccc2)CC(CC=C)N1 (stereo not drawn),3,2,-1.0,-3,3,-7,10,0,-5
COc1cccc(N2C(=O)CC(c3c[nH]c4ccccc34)C2=O)c1 (stereo not drawn),1,20,-2.5,1,0,16,-4,-2,9
Cc1ccc(NC(=O)CCn2cccc2)cc1C,13,-8,0.7,2,-2,59*,-2,-2,-14
O=C(CN1C(=O)/C(=C/c2cccc(Br)c2)SC1=S)Nc1cccnc1,-19,-13,5.2,-1,-3,4,8,10,8
COC(=O)c1ccc(C(=O)OC)c(NC(=O)COC(=O)C23CC4CC(CC(O)(C4)C2)C3)c1,-10,18,-2.1,-5,2,-6,-4,2,28
COc1ccccc1NCCC(=O)OCC(=O)Nc1ccccc1F,14,-2,-0.7,-1,-3,16,-2,0,-2
CC(NC(=O)c1ccc(N)cc1)c1ccccc1 (stereo not drawn),19,-1,-1.2,-3,-3,4,10,2,0
O=C(N/N=C/c1c(Cl)cccc1Cl)c1ccccc1F,-1,13,0.0,-3,-2,21,0,-7,10
CC(C)(C)c1ccc(C(=O)Nc2ccc(C=C(C#N)C#N)cc2)cc1,46,35,3.5,-2,-2,0,-9,0,39
COc1cccc(CN(C)C(=O)CN2C(=O)NC(c3ccccc3)(c3ccccc3)C2=O)c1,25,8,-1.8,1,-4,5,23,2,8
CCc1ccc(NC(=O)CNC(=O)[C@@H]2Cc3ccccc3CN2C(=O)OC(C)(C)C)cc1,25,21,-0.6,-4,-2,10,2,-2,22
Cc1nnc(SCc2cc([N+](=O)[O-])cc3c2OCOC3)n(N)c1=O,2,16,-0.5,-2,-3,4,6,0,12

# NLRP3 yeast inh: what is marked active above.
mol	MPTP block	APJ agonist	NLRP3 yeast inh	APJ antag	GRIN3A LBD mod	tim10-1 inh
Cc1ccc(NC(=O)CCn2cccc2)cc1C	0.7	2	59*	-2	-2	-14

# Some entries already given, limited to APJ agonist:
compound | APJ agonist
C=CCC1C=C(Cc2ccccc2)CC(CC=C)N1 (stereo not drawn) | -3
COc1cccc(N2C(=O)CC(c3c[nH]c4ccccc34)C2=O)c1 (stereo not drawn) | 1
Cc1ccc(NC(=O)CCn2cccc2)cc1C | 2
O=C(CN1C(=O)/C(=C/c2cccc(Br)c2)SC1=S)Nc1cccnc1 | -1
COC(=O)c1ccc(C(=O)OC)c(NC(=O)COC(=O)C23CC4CC(CC(O)(C4)C2)C3)c1 | -5

# Additional structures:
SMILES,tim23-1 inh,TIM10 inh,MPTP block,APJ agonist,beta cell repl,NLRP3 yeast inh,APJ antag,GRIN3A LBD mod,tim10-1 inh
O=C(Nn1cnnc1)c1cc2c(s1)CCCCC2,11,11,-0.5,-5,-2,-5,-7,0,-1
COc1ccc(-c2noc3c2-c2nc(-c4ccccc4F)sc2CC3)cc1,31,16,2.8,12,-7,7,-50,-4,20
COc1ccc(OCC(=O)Nc2ccc(N3CCOCC3)cc2)c([N+](=O)[O-])c1,14,11,0.4,0,-5,15,-30,-1,16
Oc1ccc(-c2nnc(Nc3cccc(O)c3)c3ccccc23)cc1,-7,-4,3.1,-3,-1,-9,67*,13*,-8
Cc1ccc2nc(SCC(=O)N3CC(C)OC(C)C3)nc(=O)n2c1 (stereo not drawn),10,5,-0.7,5,5,14,19,0,18
S=C1NCCNC(=S)NCCOCCOCCOCCN1,10,9,-2.2,-2,-1,14,-12,0,8
O=C(NNC(=O)C1CCCO1)c1ccc(Br)cc1 (stereo not drawn),-1,-2,0.0,-2,-2,1,12,0,-2
O=C(COC(=O)CNC(=O)C1CCCCC1)Nc1ccc2c(c1)OCCO2,10,-6,0.5,-2,-5,6,-23,1,12
Cc1c(C(=O)N(Cc2ccc(N(C)C)cc2)C2CCS(=O)(=O)C2)oc2ccccc12 (stereo not drawn),6,15,1.2,1,-3,10,12,-1,13
CCN(CC)S(=O)(=O)c1ccc(-c2nnc(SCC(=O)Nc3ccc(OC)c(OC)c3)o2)cc1,19,-1,4.2,-3,-1,-10,2,1,20
COc1cccc(C2(O)CCN(C(=O)c3cccs3)CC2)c1,-8,-1,-0.5,7,-1,3,-12,1,10
Cc1ccc(C(O)P(=O)(OC2CCCCC2)OC2CCCCC2)cc1 (stereo not drawn),35,40*,5.5,-5,-2,-20,4,2,38
CCOc1ccc(/C=N\NC(=O)CC(=O)NCCc2ccccc2)cc1,16,-7,0.8,-3,-1,19,3,1,-2
c1ccc(-c2nnc(OCCN3CCOCC3)c3ccccc23)cc1,13,-2,-0.2,-9,-1,2,5,-1,3
CSCCC(NC(=O)c1ccccc1)C(=O)OCC(=O)NCc1ccco1 (stereo not drawn),-5,-9,-0.8,-1,5,7,-18,1,-10
CCOc1ccccc1OCCNC1CCCC1,6,-11,0.4,-5,1,8,-6,-1,6
O=C(C[C@H]1C(=O)N(C2CCCCC2)C[C@@H]1Cc1ccccc1)Nc1ccccc1,-11,-3,0.2,-4,-4,19,2,-3,-12
Cc1cccc2cc(COC(=O)C3CCCCC3)c(=O)[nH]c12,0,-5,-6.3,-2,2,-2,11,-1,-4
O=[N+]([O-])c1cccc(C2(O)COc3ccccc3O2)c1 (stereo not drawn),24,12,-0.8,-1,-1,5,13,0,18
CCOC(=O)c1ccc(NC(=S)NC(=O)C2CCCC2)cc1,58*,41*,0.8,3,-7,27,-20,-2,48*
Cc1ccc(-n2ncc(-c3nn[nH]n3)c2N)cc1,12,9,-0.6,1,1,14,8,-1,10
Cc1cccc(Cn2c(CN3CCN(Cc4ccccc4)CC3)nc3c2c(=O)[nH]c(=O)n3C)c1,20,-6,0.3,-4,1,-5,15,-1,21
COc1cc(NC(=O)C2CCCCC2)c(OC)cc1NC(=O)c1ccco1,3,17,-0.4,1,0,8,7,6,19
CCOC(=O)c1c(NC(=O)CSc2cccc[n+]2[O-])sc(C(=O)Nc2ccccc2)c1C,2,11,-0.1,-3,-1,20,3,-4,0
COC(=O)c1ccc(NC(=O)c2cc[n+]([O-])cc2)cc1,-6,-5,-1.2,-2,1,9,3,0,1
CCN(CC)CCCNC(=S)N(Cc1cccs1)Cc1cc2cc3c(cc2[nH]c1=O)OCCO3,12,-2,0.1,-5,-6,2,10,-2,2
CCCCNC(=O)NC1(C(F)(F)F)Oc2ccccc2O1,19,11,-2.5,3,-5,5,2,0,8
CCOC(=O)c1ccc(-n2ccnc2)c(NC(=O)c2cccc(Br)c2)c1,-75,-1,1.4,-2,-1,10,-6,1,-18
Cc1ccccc1-c1nnc(-c2ccccc2C)o1,14,3,-0.3,-2,-1,16,16,0,19
CCn1c(-c2ccccn2)nc2cc(S(=O)(=O)N(C)C)ccc21,11,22,-0.1,-2,-5,6,7,0,2
CCOCCCNC(=O)c1ccc(NC(=O)C2CCCO2)cc1 (stereo not drawn),14,11,2.1,0,-2,22,6,4,14
CN(C)S(=O)(=O)c1cc(NC(=O)COC(=O)Cc2ccc(Br)cc2)ccc1Cl,20,7,8.2,3,0,6,-7,15*,21
Cc1ccc(S(=O)(=O)N2CCN(C(=O)c3ccc(N4CCCCC4)c([N+](=O)[O-])c3)CC2)cc1,29,17,-0.5,-5,-4,25,17,0,25
CCOc1ccc(/C=C2\SC(=S)N(C)C2=O)cc1OC,7,-3,-2.4,3,-1,38,-1,-1,12
COC(=O)c1ccc(Nc2cc(C)nc3ncnn23)cc1,3,-26,-0.9,-1,0,9,5,0,1
CCOc1ccc(OCC)c(S(=O)(=O)N2CCCCC2C)c1 (stereo not drawn),46,20,0.6,-2,1,-1,-11,1,43*
O=C(Oc1ccc2cc(Br)ccc2c1)N1CCCCCC1,22,6,.,5,-2,28,7,.,15
C[C@H](NS(=O)(=O)c1ccccc1F)C(=O)OCC(=O)N1CCc2ccccc21,8,2,-0.8,-5,-4,5,9,1,7
COCCCNC(=O)C1CCC(CNS(=O)(=O)c2ccc(C)cc2)CC1 (stereo not drawn),10,10,.,-5,-3,-1,-2,.,6
O=C(NCCN1CCN(c2ccc([N+](=O)[O-])cc2)CC1)NCc1ccccc1,5,-5,65*,3,-2,16,-32,-3,19
Cn1c(N)c(C(=O)COC(=O)c2cc(S(=O)(=O)N3CCCCC3)ccc2Cl)c(=O)n(C)c1=O,-4,5,-0.6,-3,-3,-2,3,-29,10
Cc1ccc(CNC(=O)C(=O)NCCC2=CCCCC2)cc1,-13,-29,1.7,-1,-6,15,12,-2,8
Cc1cccc(C(=O)NCC(=O)N(C)Cc2nc3ccccc3c(=O)[nH]2)c1,-1,-4,0.2,-3,-2,12,7,1,4
Cn1cccc1Cc1nnc(SCC(=O)N2CCOCC2)n1CCc1ccccc1,8,2,0.9,-2,-1,16,-4,-1,13
O=C(CNS(=O)(=O)c1ccc(Br)cc1)NCc1ccncc1,5,10,1.1,-2,-3,6,20,2,-18
COC(C(=O)N/N=C/c1ccc(OCC(=O)N2CCOCC2)cc1)c1ccccc1 (stereo not drawn),2,10,-2.7,5,-1,16,17,-2,-10
